N370S GC: qHTS Assay for Inhibitors and Activators of N370S glucocerebrosidase as a Potential Chaperone Treatment of Gaucher Disease; Lysosomal acid glucosylceramidase (Homo sapiens), P04062; N370S GC spleen homogenate, 4MU-glucoside fluorescence; Potency, µM (highest dose often 59.4 µM), without a hit: at the highest dose activity change, negative = inhibition, actives largely listed as inhibitors; 0.092% of 330,000 active; AID 2101, 2009;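 further: 0% = full enzyme activity and -100% = no enzyme basal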
KAT2A inh: qHTS Assay for Inhibitors of GCN5L2. 0.21% of 390,000 active. GCN5L2 HAT assay, ThioGlo1 CoA-SH fluorescence. Histone acetyltransferase KAT2A (Homo sapiens), Q92830. Potency, µM (series often up to 58.9 µM), inactives show at the highest dose activity change, negative = inhibition, most hits filed as inhibitors
Target sequence (Q92830 whole entry, looked up): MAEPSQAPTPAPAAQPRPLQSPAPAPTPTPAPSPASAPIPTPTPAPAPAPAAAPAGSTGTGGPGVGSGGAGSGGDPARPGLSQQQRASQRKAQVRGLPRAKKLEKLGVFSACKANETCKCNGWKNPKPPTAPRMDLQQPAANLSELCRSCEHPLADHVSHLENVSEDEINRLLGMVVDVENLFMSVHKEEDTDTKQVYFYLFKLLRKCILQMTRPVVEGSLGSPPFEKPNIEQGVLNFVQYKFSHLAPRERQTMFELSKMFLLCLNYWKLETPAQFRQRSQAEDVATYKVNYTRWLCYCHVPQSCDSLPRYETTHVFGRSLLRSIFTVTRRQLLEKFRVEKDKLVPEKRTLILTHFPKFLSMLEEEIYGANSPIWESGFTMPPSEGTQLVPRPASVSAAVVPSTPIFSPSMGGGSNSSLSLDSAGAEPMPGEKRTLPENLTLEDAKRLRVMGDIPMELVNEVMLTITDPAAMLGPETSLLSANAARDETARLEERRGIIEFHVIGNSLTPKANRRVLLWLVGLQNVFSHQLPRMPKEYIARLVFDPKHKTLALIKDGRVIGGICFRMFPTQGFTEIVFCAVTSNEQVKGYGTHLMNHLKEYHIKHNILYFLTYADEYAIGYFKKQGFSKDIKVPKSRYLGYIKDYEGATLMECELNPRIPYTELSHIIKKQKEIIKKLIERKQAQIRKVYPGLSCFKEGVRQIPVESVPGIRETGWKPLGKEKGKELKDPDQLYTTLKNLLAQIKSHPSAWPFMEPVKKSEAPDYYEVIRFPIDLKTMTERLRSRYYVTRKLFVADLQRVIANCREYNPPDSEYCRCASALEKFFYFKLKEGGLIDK
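qHTS, 1536-well. 20nM enzyme, pH 7.5 HEPES/EDTA/Tween-20 buffer; 15 min compound preinc., RT. Start: 75uM H3(1-25), 70uM AcCoA, 50uM ThioGlo1. Read Ex340/Em540 at t=0 (autofluorescence flag) and t=20 min.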
FEN1 inh: qHTS Assay for the Inhibitors of Human Flap endonuclease 1 (FEN1) | AID 588795, 2011 | 0.35% of 390,000 active | Recombinant FEN1 flap cleavage, fluorescence, 15 min | Potency, µM (titrated, usually from 114 µM), without a hit: top-dose activity change, negative = inhibition, actives largely listed as inhibitors | P39748; further: nearly all actives have a fitted effect of over 65% in size
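Recombinant FEN1 (10 nM) was preincubated with pin-transferred compounds for 15 min at room temperature, then flap DNA substrate (50 nM final) was added. Plates were read at 0 and 15 min, and normalized concentration–response data were fitted to a four-parameter Hill equation.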
An asterisk follows results filed as active; ? = inconclusive; . = not tested or not shown. The call rests on the fitted dose curve; in most records, active means well fitted curve in the direction sought with a large enough effect; inconclusive means small, poorly fitted or top-dose-only effect, or another doubt; inactive means no such curve, though single readings can be large; an effect the other way counts as inactive or inconclusive. Unless noted, on the % scale 0 is the no-effect control and ±100 the full control effect; potency means the concentration at half of the fitted maximal effect.

SMILES	N370S GC	KAT2A inh	FEN1 inh
CCCC(C)c1nc(C(N)=O)c2[nH]c(=O)n(-c3ccc(OC)cc3OC)c2n1 (stereo not drawn)	-3%	-2%	-3%
O=C(Cc1ccc([N+](=O)[O-])cc1)NNC(=O)c1ccc2c(c1)OCO2	-5%	-5%	-5%
COC(=O)COc1ccc(-c2nn(C)c(=O)c3ccccc23)cc1	3%	-7%	1%
O=c1oc2c(-c3ccc([N+](=O)[O-])cc3)cc(O)cc2s1	-7%	?	-1%
CC(=O)c1ccc(S(=O)(=O)N2CCn3cccc3C2c2ccccc2F)cc1 (stereo not drawn)	.	1%	-7%
C=CCN(c1ccccc1)S(=O)(=O)c1cccc(C(=O)N2CCN(c3ncccn3)CC2)c1	.	-15%	6%
COc1ccc(OC)c(CNC(=O)Cc2c(C(=O)O)[nH]c3ccc(Cl)cc23)c1	-5%	-5%	2%
CCN(CC)c1cc2c(cc1F)c(=O)c(S(=O)(=O)c1cc(C)ccc1C)cn2Cc1ccccc1	.	-5%	-8%
O=C(/C=C/c1ccccc1)Nc1cc(NC(=O)/C=C/c2ccccc2)cc(C(=O)O)c1	4%	-21%	?
CCOc1cc(/C=N/NC(=S)Nc2ccccc2C(F)(F)F)ccc1OCC(=O)N1CCOCC1	3%	-5%	2%
CC(C)[C@H](NC(N)=O)C(=O)Nc1ccc(OCc2ccccc2)cc1	-2%	-5%	2%
Cc1cc(C)c(C)c(C(=O)CSc2nnc(C)c(=O)[nH]2)c1C	0%	2%	.
CCCC(=O)Nc1nnc(SCC(=O)NC2CC2)s1	-12%	1%	-4%
CN(CCCNC(=O)CCc1cn(C)c2ccccc12)C1CCCCC1	-8%	-5%	10%
Cc1ccc([N+](=O)[O-])cc1NC1OC(CO)C(O)C1O (stereo not drawn)	2%	-4%	-4%
COc1ccc(S(=O)(=O)c2c(Nc3ccc(C)cc3)sc(C(=O)c3ccc4c(c3)OCO4)c2N)cc1	.	-7%	1%
COc1ccc2c(C)cc(SCC(=O)Nc3ccc(Cl)cn3)nc2c1	22%	-13%	-10%
c1ccc(-c2csc3ncn4cnnc4c23)cc1	9%	?	-8%
COc1ccc(/C=N/N2CCN(c3ccccc3OC)CC2)cc1Br	-3%	-10%	-16%
O=C(Cn1c(=O)oc2cccnc21)Nc1ccccc1Oc1ccc(Cl)cc1Cl	16%	-4%	-15%

Taken from above.
Value of Cc1cc(C)c(C)c(C(=O)CSc2nnc(C)c(=O)[nH]2)c1C in N370S GC: 0%
Value of CN(CCCNC(=O)CCc1cn(C)c2ccccc12)C1CCCCC1 in N370S GC: -8%

Exported as comma-separated lines: six of the compounds above
canonical_smiles,N370S GC,KAT2A inh,FEN1 inh
Cc1ccc([N+](=O)[O-])cc1NC1OC(CO)C(O)C1O (stereo not drawn),2%,-4%,-4%
COc1ccc(S(=O)(=O)c2c(Nc3ccc(C)cc3)sc(C(=O)c3ccc4c(c3)OCO4)c2N)cc1,.,-7%,1%
COc1ccc2c(C)cc(SCC(=O)Nc3ccc(Cl)cn3)nc2c1,22%,-13%,-10%
c1ccc(-c2csc3ncn4cnnc4c23)cc1,9%,?,-8%
COc1ccc(/C=N/N2CCN(c3ccccc3OC)CC2)cc1Br,-3%,-10%,-16%
O=C(Cn1c(=O)oc2cccnc21)Nc1ccccc1Oc1ccc(Cl)cc1Cl,16%,-4%,-15%

Of the compounds above, these contain a nitro group on carbon.
SMILES	N370S GC	KAT2A inh	FEN1 inh
O=C(Cc1ccc([N+](=O)[O-])cc1)NNC(=O)c1ccc2c(c1)OCO2	-5%	-5%	-5%
O=c1oc2c(-c3ccc([N+](=O)[O-])cc3)cc(O)cc2s1	-7%	?	-1%
Cc1ccc([N+](=O)[O-])cc1NC1OC(CO)C(O)C1O (stereo not drawn)	2%	-4%	-4%

(continued)
SMILES	N370S GC	KAT2A inh	FEN1 inh
S=c1[nH]nc(-c2ccccn2)n1/N=C/c1cccs1	1%	-3%	1%
CCOc1nc(Nc2ccccc2F)nc(OCC)n1	-2%	-13%	-7%
CN(Cc1nccn1C)C(=O)CC1C(=O)NCCN1CC(c1ccccc1)c1ccccc1 (stereo not drawn)	-4%	2%	10%
C=CCn1c(N)cc(=O)nc1SCC(=O)Nc1ccccc1C(N)=O	-6%	-1%	-1%
COc1ccccc1C(=O)Nc1ccc(S(=O)(=O)N2CCCCC2c2cccnc2)cc1 (stereo not drawn)	?	?	-16%
COCc1nnc(NS(=O)(=O)c2ccccc2)s1	0%	-1%	9%
Cc1ccc(C)c(OCC(=O)Nc2ccc3c(c2)OCO3)c1C	8%	-17%	-13%
O=C(Cc1ccccc1)N1CCC(c2nc3ccccc3[nH]2)CC1	6%	-9%	11%
COc1ccc(NC(=O)CCn2nc(-c3ccc(Cl)cc3)c3ccccc3c2=O)cc1	.	-13%	-5%
CC(=O)Nc1ccc(S(=O)(=O)Nc2ccccc2C(=O)N2CCCC2)cc1	-6%	-6%	10%

Some of these compounds in order of the KAT2A inh value, low to high:
structure	KAT2A inh
Cc1ccc(C)c(OCC(=O)Nc2ccc3c(c2)OCO3)c1C	-17%
CCOc1nc(Nc2ccccc2F)nc(OCC)n1	-13%
S=c1[nH]nc(-c2ccccn2)n1/N=C/c1cccs1	-3%

(listing goes on)
SMILES	N370S GC	KAT2A inh	FEN1 inh
CN1CCN(S(=O)(=O)c2cccc(C(=O)Nc3nccs3)c2)CC1	-7%	3%	-2%
c1ccc(Sc2ncccn2)nc1	9%	0%	-3%
CCSC1=C(C#N)C(=O)n2c1cc1c2CCCC1	0%	-26%	-10%
Cn1cnnc1SC(C(=O)Nc1cccc(C(F)(F)F)c1)c1ccccc1 (stereo not drawn)	27%	-15%	0%
Cc1ccc(-c2nn(CCC(=O)NCC3CCCO3)c(=O)c3ccccc23)cc1 (stereo not drawn)	6%	3%	-5%
CCCn1c(=O)c2c(c3ccccc31)OCC(=O)N2	-2%	-4%	-14%
CCOC(=O)c1sc(NC(=O)CN2C(=O)NC3(CCC(C)CC3)C2=O)c(C(=O)OCC)c1C (stereo not drawn)	.	-2%	-15%
COC(=O)Nc1nnc(SCc2ccc(C)cc2)s1	4%	-1%	-9%
Cc1ccc(N2CC(C(=O)N3CCc4ccccc43)CC2=O)cc1 (stereo not drawn)	-3%	-6%	-7%
COc1ccc([N+](=O)[O-])cc1NC(=O)c1cncc(Br)c1	2%	-6%	9%
COc1cc(S(=O)(=O)N2CCOCC2)cc(C(=O)c2nccn2C)c1OC	-1%	-7%	2%
CC(=O)c1sc2nc(-c3cccs3)ccc2c1N	4%	-30%	-23%
Cc1ccc2nc3sc(C(=O)Nc4c(C)[nH]c(=O)[nH]c4=O)c(N)c3cc2c1	1%	-8%	?
COc1ccccc1CN(C)C(=O)CN1C(=O)c2ccccc2C1=O	-13%	2%	1%
CCCCOc1ncnc2c1[nH]c1ccc(OC)cc12	10%	1%	-3%
Cc1ccc(S(=O)(=O)N2CCCC2)cc1C(=O)Nc1ccc(-n2cnnn2)cc1	.	4%	13%
COc1ccc(/C=C/C(=O)NC(=S)Nc2ccc(S(=O)(=O)Nc3nccnc3OC)cc2)cc1	6%	-8%	0%
O=C(Cc1csc(-c2ccccc2)n1)NCc1ccco1	6%	-14%	-10%
Cc1cc(C)cc(NC(=S)N(CCN2CCCCC2)Cc2ccco2)c1	-17%	0%	-15%
O=C(Nc1ccc(-c2ccco2)cc1)C1CCCN(Cc2ccc(CO)o2)C1 (stereo not drawn)	-17%	-22%	-7%
Cc1ccc(S(=O)(=O)N2CCCC2C(=O)Nn2cnnc2)cc1 (stereo not drawn)	16%	-6%	-8%
CCOc1ccc(Cn2c(CNS(=O)(=O)c3ccc([N+](=O)[O-])cc3)nc3cccnc32)cc1	.	2%	-1%
COc1ccc(N2CC(C(=O)NCc3ccccc3)CC2=O)cc1 (stereo not drawn)	5%	-3%	-4%
Cc1ccc(NC(=O)CN(C)C(=O)COc2ccc(C(=O)c3ccc(F)cc3)cc2)cc1	-20%	-7%	-3%
CC(=O)Nc1ccc(NC(=O)C(C)OC(=O)c2ccc(C)s2)cc1 (stereo not drawn)	10%	-19%	-2%
COc1cc(NS(=O)(=O)c2ccc(Br)s2)cc(OC)c1	1%	-1%	3%
O=C(CSc1nc2ccccc2c(=O)[nH]1)Nc1ccccc1C(F)(F)F	22%	-6%	14%
O=C(CC(c1ccccc1)c1cc(Cl)ccc1O)NCCN1CCOCC1 (stereo not drawn)	?	-17%	17%
Cc1ccccc1Nc1nccc(N(C)C)c1C#N	-3%	2%	4%
COc1ccc(CCNC(=O)CCCCn2c(=O)c3ccccc3n(CC(=O)Nc3c(C)cccc3C)c2=O)cc1OC	.	0%	-6%
COc1ccccc1C(=O)NCc1ccc2c(c1)OCO2	11%	-4%	1%
CN(C)CCCN1C(=O)C(=O)/C(=C(/O)c2ccncc2)C1c1cccnc1 (stereo not drawn)	-15%	-9%	7%
Cc1onc(-c2ccc(Cl)cc2Cl)c1C(=O)/C=C/N(C)C	1%	-21%	-3%
Cc1cccc(N2CCN(C(=O)C3CC(=O)N(C4CCCC4)C3)CC2)c1C (stereo not drawn)	-5%	-23%	8%
CCN(CC)C(=O)Cn1c(=O)cc(C)c2c(C)nn(-c3cccc(Cl)c3C)c21	.	2%	-11%
CC1CCN(S(=O)(=O)c2ccc(NC(=O)CN3C(=O)NC(C)(c4ccccc4)C3=O)cc2)CC1 (stereo not drawn)	-12%	-9%	-17%
Cc1n[nH]c(C)c1S(=O)(=O)N(CC(=O)Nc1ccc(C(F)(F)F)cc1)c1ccc(C(C)C)cc1	.	-11%	-22%
Cc1cc(NC(=O)CS(=O)(=O)c2cn(Cc3ccccc3Cl)c3ccccc23)no1	-5%	1%	-11%
CCN(Cc1ccccc1)C(=O)Cn1c(=O)n(-c2ccc(Cl)cc2)c(=O)c2c(C)c(C)sc21	.	-5%	12%
O=C(CNC1CCCCC1)Nc1ccc(Cl)cc1	-10%	-1%	-1%
COc1cc2c(cc1OC)CN(C(=O)C(CCSC)NS(=O)(=O)c1ccc(C)cc1)CC2 (stereo not drawn)	-6%	-5%	3%
CCOC(=O)c1[nH]c2ccc(C)cc2c1N	-1%	-3%	-14%
Cc1cnn(-c2cc(N/N=C/c3ccccc3F)ncn2)c1	17%	-6%	2%
C/C(=N\NC(=O)C1CC1)c1ccc(OC(F)F)cc1	-4%	0%	6%
O=C(CN1C(=O)COc2ccc(S(=O)(=O)N3CCOCC3)cc21)NCc1ccccn1	-7%	0%	13%
Cc1cc(NC(=O)COC(=O)c2cccc(OCc3ccccc3)c2)no1	4%	0%	2%
